# Bioassay records deposited in PubChem BioAssay by National Center for Advancing Translational Sciences (NCATS).
# Pf growth 48h: inhibits P. falciparum growth in the first generation, 48 h | P. falciparum luciferase growth in erythrocytes, 48 h | Potency, µM (series often up to 28.7 µM), without a hit: at the highest dose activity change, negative = inhibition, actives largely listed as inhibitors | actives 5.9% (n = 310,000) | AID 504832; also: potency is read from the fitted curve at half-maximal effect; % is scaled to controls: 0 for no effect and ±100 for the full control effect
#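 Compounds are pin-transferred into medium, infected erythrocytes (2% hematocrit, 0.1% parasitemia final) are added, and plates sit one parasite generation at 37 C in 5% CO2. Detection reagent is then added and luminescence measured.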
# Shiga toxin inh: blocks Shiga toxin action in Vero cells | actives 9.2% (n = 290,000) | Vero cells, Shiga toxin protein synthesis inhibition reporter | AID 2315 | inhibition, % at 38.7 µM; in the data active = inhibition mostly above about 28%, no sharp cut-off; inactive = mostly below about 43%; also: 0% is about no effect
# Sm TGR inh: inhibitors of Schistosoma mansoni thioredoxin glutathione reductase | purified TGR, DTNB reduction, TNB absorbance 405 nm | Potency, µM (doses to about 114 µM), for the others: at the top dose activity change, negative = inhibition, most hits filed as inhibitors | actives 3% (n = 360,000); also: potency is read from the fitted curve at half-maximal effect; % is scaled to controls: 0 for no effect and ±100 for the full control effect; nearly all actives have a fitted effect of over 60% in size
#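 Kinetic colorimetric format: TGR-catalysed, NADPH-driven DTNB reduction monitored via TNB absorbance. Enzyme dispensed at 20 nM; compound exposure 15 min at room temperature before reaction start.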
# CHX counter: counter-screen for Shiga toxin inhibitors: cycloheximide protein synthesis inhibition. cell reporter, cycloheximide protein synthesis inhibition counterscreen. actives 12% (n = 300,000). max response, %. AID 2314; in the data active = max response mostly above about 13%, no sharp cut-off; inactive = mostly below about 14%; also: read at 38.3 µM for the half of the compounds with a filed dose; 0% is about no effect
# Pf growth 96h: inhibits malaria parasite growth, 96 h | P. falciparum luciferase reporter growth, 96 h | Potency, µM (series often up to 28.7 µM), for inactives: at the highest dose activity change, negative = inhibition, usual class: inhibitors | AID 504834 | actives 6.9% (n = 320,000); also: potency is read from the fitted curve at half-maximal effect; % is scaled to controls: 0 for no effect and ±100 for the full control effect
#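 P. falciparum expressing integrated firefly luciferase grown in erythrocytes (2% hematocrit, 0.05% parasitemia final) with compounds for 96 hours at 37 C, 5% CO2. Growth inhibition read as loss of luminescence after adding luciferase detection reagent.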
# FBPA Giardia inh: inhibitors of Giardia lamblia fructose-1,6-bisphosphate aldolase | purified Giardia FBPA | Potency, µM (top dose mostly 59.6 µM), for the others: top-dose activity, negative = inhibition, hits mostly inhibitors | actives 0.71% (n = 290,000); also: potency is read from the fitted curve at half-maximal effect; % is scaled to controls: 0 for no effect and ±100 for the full control effect; nearly all actives have a fitted effect of over 55% in size
# Target sequence (A8B2U2 whole entry, looked up): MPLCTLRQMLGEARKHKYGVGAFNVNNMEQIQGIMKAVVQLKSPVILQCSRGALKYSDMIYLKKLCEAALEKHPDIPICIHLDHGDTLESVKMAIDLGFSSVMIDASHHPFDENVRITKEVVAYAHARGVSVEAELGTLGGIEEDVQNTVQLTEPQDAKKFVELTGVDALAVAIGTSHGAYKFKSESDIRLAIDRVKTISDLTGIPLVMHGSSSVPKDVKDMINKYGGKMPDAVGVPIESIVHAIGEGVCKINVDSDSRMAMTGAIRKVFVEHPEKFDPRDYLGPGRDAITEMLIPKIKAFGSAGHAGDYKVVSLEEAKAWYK
#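 40 nM FBPA preincubated 10 min at RT with compound (up to 57.5 uM final), then substrate plus GAPDH/TPI/NAD/arsenate coupling and diaphorase/resazurin added. Fluorescence read after 20 min at RT, 525/598 nm.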
# Starred values were filed as active, the others as inactive; ? = inconclusive; · = not tested or not shown; [ ] = another dose, or the depositor's remark. Unless noted, calls follow the shape of the dose curve; as a rule, active = well fitted curve in the direction sought with a large enough effect; inconclusive = small, poorly fitted or top-dose-only effect, or another doubt; inactive = no such curve, though single readings can be large; an effect the other way counts as inactive or inconclusive.
SMILES,Pf growth 48h,Shiga toxin inh,Sm TGR inh,CHX counter,Pf growth 96h,FBPA Giardia inh
Cc1ccc(S(=O)(=O)N(C)c2ccc(OC(=O)c3ccc(=O)[nH]c3)cc2)cc1,28%,3,-2%,-2,-21%,0%
CC(=O)c1cc(-c2ccc(F)cc2)n(CCC(=O)Nc2cccc(C)n2)c1C,-5%,5,1%,15,13%,-4%
C=CCNc1nc(Nc2ccc(Cl)cc2)nc(OC)n1,74%[activator],71*,-5%,36*,-20%,-8%
CCOC(=O)c1cccnc1SCC(=O)NCc1ccccc1,·,-8,1%,21,9%,-1%
COc1ccc(C(=O)NCCN2CCOCC2)cc1[N+](=O)[O-],0%,-2,9%,1,3%,1%
COC(=O)c1sc(N2CCCCC2)c(C#N)c1N,32%[activator],21,1%,14,32%[activator],-3%
Cc1nn(C)cc1NC(=O)CCSc1nc(-c2ccco2)cc(C(F)(F)F)n1,-17%,4,-30%,-1,·,3%
S=c1nc(Cc2ccc(Cl)cc2)[nH]c2ccccc12,?,-8,1%,13*,?,3%
CCOC(=O)C1CCCN(Cc2ccccc2F)C1 (configuration not stated),17%,73,-3%,3,-18%,-19%
O=C(Nc1nc2c(s1)CCCC2)c1cc2n(n1)C(C(F)(F)F)CC(C1CC1)N2 (configuration not stated),-29%,40,6%,19*,?,-2%
Cc1nn(Cc2ccc(Cl)cc2)c(Cl)c1/C=N/NC(=O)CNc1ccccc1F,?,-6,0%,0,9.3µM*,2%
CN(C(=O)COC(=O)c1cc(S(=O)(=O)N2CCOCC2)c(Cl)cc1Cl)C1CCS(=O)(=O)C1 (configuration not stated),-14%,-2,8%,-6,-30%[1.15 µM],4%
CC(C)c1c(O)cc(-c2ccncc2)n(-c2ccc(Cl)cc2)c1=O,?,17,4%,-3,?,1%
Cc1nc(SCC(=O)N2CCN(c3ccccc3)CC2)n[nH]1,4%,-2,9%,-3,19%,5%
Cc1ccc2oc(=O)c3cnn(CC(=O)NCCN(C)C)c3c2c1,-1%,10,0%,-2,-28%,-3%
O=C(NC1CCCCCC1)c1ccc(S(=O)(=O)NCc2ccco2)cc1,·,16,-16%,21,?,5%
CCc1ccccc1N1C(=O)C2CC(C)=C(C)CC2C1=O (configuration not stated),-13%,-8,?,-5,44%[activator],4%
Cc1ncsc1C(=O)Nc1nc2c(s1)CCCC2,·,106*,-8%[11.4 µM],62*,10%,-1%
N#Cc1ccccc1S(=O)(=O)N1CCN(c2ccc(S(=O)(=O)N3CCOCC3)cn2)CC1,·,18,17%[11.4 µM],5,108%[activator],6%
CC(C)CSc1nc2ccccc2n1CC(=O)O,36%[activator],-17,8%,-2,?,5%
CCn1nc(C)cc1C(=O)n1nc(C)c(Sc2ncccn2)c1C,24%,-4,-3%,-1,7%,1%
CN1C(=O)C(=Cc2sc(=O)n(-c3ccccc3)c2N(C)C)C(=O)N(C)C1=O,?,27,7%,4,-28%,-7%
COC(=O)C1CCN(C2CC(=O)N(c3cc(C)cc(C)c3)C2=O)CC1 (configuration not stated),0%[5.75 µM],-6,?,2,30%,1%
O=C(Cc1ccc(-c2ccccc2)cc1)N1CCOCC1,10%,17,0%,9,-1%,-3%
COc1ccc(NC(=S)N2CCc3ccccc32)cc1OC,-11%,90*,-33%,40*,-16%,·
CCCCC1=NN(C(=O)c2ccncc2)C(O)(C(F)(F)F)C1 (configuration not stated),68%[activator],3,2%,-1,23%,3%
O=[N+]([O-])c1cccc(-c2ccc(SCc3ccccn3)nn2)c1,86%[activator],56*,4%,37*,0%,-2%
Cc1ccc(N(CC(=O)NC2CCCC2)C(=O)CNC(=O)c2cccs2)cc1F,1%,-7,-1%,-4,-13%,-17%
CCCc1cc(=O)oc2c(C)c(OCC(=O)NCCCn3ccnc3)ccc12,-8%,-4,-9%,-2,?,-7%
Cn1c(=O)oc2cc(S(=O)(=O)N3CCN(Cc4ccc5c(c4)OCO5)CC3)ccc21,-10%,23,8%,-3,·,2%
O=C(COC(=O)c1ccc(Cl)nc1)Nc1ncc(Cl)cc1Cl,104%[activator],-10,-11%,11,110%[activator],-4%
Cc1ccccc1CN(c1ccc(C(=O)N/N=C/c2ccc(OCC(N)=O)cc2)cc1)S(C)(=O)=O,?,2,·,-2,-49%,4%
O=C(NCc1ccc(Cl)cc1)c1ccc2ccccc2n1,16%,63,13%,20*,27%,-4%
CC1=C(C)CC(C(=O)Nc2nc(C)cs2)C(C(=O)O)C1 (configuration not stated),-20%,-15,11%,-3,46%[activator],-1%
COc1ccc(C(=O)COC(=O)CCN2C(=O)[C@@H]3[C@H](C2=O)[C@@H]2C[C@H]3C(Br)C2Br)cc1 (some centres not stated),-10%,0,-5%,2,40%[activator],-7%
O=C(Nc1cccc(-c2nc3ccccc3[nH]2)c1)c1ccccn1,3%,19,1%,14,-9%,5%
CC1CCCC(NC(=O)CCS(=O)(=O)c2ccc3c(c2)NC(=O)CS3)C1C (configuration not stated),-10%,-8,-7%,-8,13µM*,·
COc1cc2c(cc1NC(=O)CN(C)Cc1ccc(OC)c(OC)c1)oc1ccccc12,9.3µM*,12,-1%,0,7.4µM*,-7%
CSCc1ccc(C(=O)NCC(c2cccs2)N2CCOCC2)cc1 (configuration not stated),?,·,0%,·,-17%,·
CC(C)(C)C1CCCCC1NC(=O)c1ccncc1 (configuration not stated),18%,9,8%,0,0%,11%
CC(=O)N1CC(C)Sc2ccc(S(=O)(=O)NCCc3ccccc3)cc21 (configuration not stated),38%[activator],56*,-3%,32*,?,·
CC(=O)Nc1cccc(OCc2c(F)cccc2Cl)c1,30%[activator],12,16%,-1,7%,4%
CC(C)C(NC(=O)c1ccccc1)C(=O)OCC(=O)N1CCCC1 (configuration not stated),-22%,·,1%,·,?,·
O=C(CN1C(=O)S/C(=C\c2cccc(Cl)c2)C1=O)NC1C=CS(=O)(=O)C1 (configuration not stated),?,42,-3%,8,15%,2%
O=C(Cc1ccc(Cl)cc1)SCc1ccccc1,22%,·,-2%,·,58%[activator],·
CN(C)c1ccc(/C=C2/C=C(c3ccc4c(c3)CCCC4)OC2=O)cc1,1%,-3,-31%,-2,61%[activator],5%
CCCNC(=O)C(Sc1ccccc1)c1ccccc1 (configuration not stated),-21%,-6,0%,-2,-26%,4%
O=C(O)CNC(=O)c1ccc2c(c1)OCCO2,0%,5,10%,5,?,7%
CC(=O)c1ccc(N2CCN(C(=O)c3cccs3)CC2)c(F)c1,?,16,?,16*,?,11%
O=C(OCCN=C1NS(=O)(=O)c2ccccc21)c1cccc([N+](=O)[O-])c1,24%,-7,-5%,1,48%[activator],-2%
# Other structures follow:
SMILES,Pf growth 48h,Shiga toxin inh,Sm TGR inh,CHX counter,Pf growth 96h,FBPA Giardia inh
CC(C)C[C@H](NC(=O)N1c2ccccc2NC(=O)[C@@H]1C(C)C)C(=O)N1CCC[C@@H]1C(=O)O,23%,-1,-19%,-1,-16%,-7%
COC(=O)N/N=C/c1sc(N2CCCCC2)nc1-c1cccs1,?,65,-5%,22,?,?
CCOC(=O)Cn1nc(C)c(NC(=O)COc2cccc(Cl)c2)c1C,-4%,-3,0%,-4,44%[activator],2%
Cc1ccc(S(=O)(=O)N[C@H](C(=O)N2CCC(C(=O)N[C@@H](CCC(N)=O)C(=O)O)CC2)C(C)C)cc1,8%,-4,1%,-3,56%[activator],9%
COc1cccc(NCc2cc(=O)oc3cc(C)c(C(C)C)cc23)c1,?,2,0%,5,?,-2%
CCN(C(=O)Cn1nc(C)n2c(cc3cc(C)ccc32)c1=O)c1ccccc1,-9%,-6,4%,9,?,-1%
O=C(CCN1CCN(c2ccccc2)CC1)NNC(=S)Nc1ccccc1Cl,-8%,-11,-4%,5,12%,7%
COc1ccccc1NC(=O)C(C)OC(=O)/C=C/c1ccc2ccccc2n1 (configuration not stated),43%[activator],·,-2%,·,1%,·
Cc1cc(C)n2nc(C(=O)Nc3ccc4c(c3)CCC4)nc2n1,58%[activator],104*,1%,34*,-3%,-8%
CC[N+]1(CC)CC2=Cc3c(ccc4ccccc34)C(C)C2C1 (configuration not stated),2.3µM*,-10,-32%,-2,1.5µM*,-15%
O=C(NCC1CCCO1)c1cc(-c2ccc(F)cc2)no1 (configuration not stated),92%[activator],97*,-5%,45*,?,·
O=C(Nc1cccnc1)C1CCCN(S(=O)(=O)c2cccc3nsnc23)C1 (configuration not stated),·,-5,0%,-5,53%[activator],-10%
CN(/N=C/c1ccncc1)c1cnc2ccccc2n1,0%,75*,3%,48*,?,-2%
Cc1cc2cc3c(cc2nc1SCC(=O)N1CCN(C(=O)c2ccco2)CC1)OCO3,13µM*,-6,?,-3,?,2%
COC(=O)c1ccc(CN2C(=O)c3ccccc3C2=O)cc1,14%,-9,-8%,-2,?,10%
COc1ccc(CN(C)C(C)C(=O)N(C)CC(=O)Nc2ccc(C)cc2)cc1F (configuration not stated),-26%,·,-31%,·,?,·
COc1ccc2cc3c(N)c(C(=O)NCc4ccco4)sc3nc2c1,-86%,42*,-30%,11,?,-1%
O=C(CN1CCC2(CC1)OCCO2)c1c[nH]c2ccccc12,8%,-5,?,-5,-16%,3%
CCC(C)NC(=O)CSc1nnc(-c2cc(-c3cccs3)nc3ccccc23)o1 (configuration not stated),·,-3,-4%,-2,?,-1%
COc1ccc2nc(N3CCCC(C(=O)NCCCN4CCN(C)CC4)C3)sc2c1 (configuration not stated),8%,-2,-1%,16,·,-2%

# Three compounds from above, limited to Sm TGR inh.
Structure | Sm TGR inh
O=C(NC1CCCCCC1)c1ccc(S(=O)(=O)NCc2ccco2)cc1 | -16%
CCc1ccccc1N1C(=O)C2CC(C)=C(C)CC2C1=O (configuration not stated) | ?
Cc1ncsc1C(=O)Nc1nc2c(s1)CCCC2 | -8%[11.4 µM]

# Single records, from the list above. Order of screens: Pf growth 48h, Shiga toxin inh, Sm TGR inh, CHX counter, Pf growth 96h, FBPA Giardia inh
# Shown for `CCC(C)NC(=O)CSc1nnc(-c2cc(-c3cccs3)nc3ccccc23)o1` (configuration not stated) = ·, -3, -4%, -2, ?, -1%
# Shown for `COc1ccc2nc(N3CCCC(C(=O)NCCCN4CCN(C)CC4)C3)sc2c1` (configuration not stated) = 8%, -2, -1%, 16, ·, -2%
# Shown for `O=C(CN1CCC2(CC1)OCCO2)c1c[nH]c2ccccc12` = 8%, -5, ?, -5, -16%, 3%
# Shown for `O=C(Nc1cccnc1)C1CCCN(S(=O)(=O)c2cccc3nsnc23)C1` (configuration not stated) = ·, -5, 0%, -5, 53%[activator], -10%
# Shown for `O=C(NCC1CCCO1)c1cc(-c2ccc(F)cc2)no1` (configuration not stated) = 92%[activator], 97*, -5%, 45*, ?, ·

# The list goes on:
SMILES,Pf growth 48h,Shiga toxin inh,Sm TGR inh,CHX counter,Pf growth 96h,FBPA Giardia inh
CC(=Nc1ccccc1N)c1c(O)n(C)c(=O)[nH]c1=O,0%,76*,-36%,50*,?,1%
CCNC(=S)N1CCN(C(=O)C(Cc2ccccc2)NC(C)=O)CC1 (configuration not stated),54%[activator],21,6%,4,10µM*,1%
C/C(N)=N\S(=O)(=O)c1ccc(Cl)cc1,27%,-18,-39%,-3,-19%,-2%
CCCc1cc(=O)oc2cc(C)c(CN3CCCC3)c(O)c12,?,-7,?,-9,?,-16%
Cc1ccc(-n2c(-c3ccccc3)n[nH]c2=S)cc1,27%,-11,-26%,-2,-19%,-1%
COC(=O)c1c(-c2ccc(OC)cc2)sc2ccccc12,?,·,10%,·,?,·
